DT40 TDP1 CPT: DT40-hTDP1 cell growth loss with CPT; chicken DT40 Tdp1-/-;hTDP1 cells + 20 nM CPT, ATP luminescence, 48 h; Potency, µM (series often up to 46.2 µM), for the others: at the highest dose activity change, negative = growth inhibition, actives largely listed as inhibitors; actives 12% (n = 420,000); AID 686979; note: nearly all actives have a fitted effect of over 55% in size
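Chicken DT40 Tdp1-/- cells stably complemented with human TDP1 were seeded at 400 cells/well in medium containing 20 nM camptothecin, exposed to pin-transferred compounds, and grown at 37 °C for at least 48 hr. Viability was read as ATP luminescence.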
TDP1 cell noCPT: qHTS for Inhibitors of human tyrosyl-DNA phosphodiesterase 1 (TDP1): qHTS in cells in absence of CPT | DT40 Tdp1-/- hTDP1 cells, no CPT, ATP luminescence, 48 h | Potency, µM (doses to about 46.2 µM), inactives show top-dose activity change, negative = growth inhibition, most hits filed as inhibitors | actives 15% (n = 420,000) | AID 686978, 2013; note: nearly all actives have a fitted effect of over 55% in size
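Cells were dispensed at 400 per well, compounds added by pin tool, plates incubated ≥48 hr at 37 °C, then CellTiter-Glo added for 30 min at room temperature before luminescence reading. Line: DT40 Tdp1-/- complemented with hTDP1; camptothecin omitted.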
TDP1 inh: inhibitors of human tyrosyl-DNA phosphodiesterase TDP1; actives 0.28% (n = 350,000); AID 485290; Potency, µM (top dose mostly 130 µM), for inactives: at the highest dose activity change, negative = inhibition, hits mostly inhibitors; Q9NUW8; recombinant TDP1, AlphaScreen DNA substrate cleavage; note: nearly all actives have a fitted effect of over 40% in size
Target sequence (Q9NUW8 whole entry, looked up): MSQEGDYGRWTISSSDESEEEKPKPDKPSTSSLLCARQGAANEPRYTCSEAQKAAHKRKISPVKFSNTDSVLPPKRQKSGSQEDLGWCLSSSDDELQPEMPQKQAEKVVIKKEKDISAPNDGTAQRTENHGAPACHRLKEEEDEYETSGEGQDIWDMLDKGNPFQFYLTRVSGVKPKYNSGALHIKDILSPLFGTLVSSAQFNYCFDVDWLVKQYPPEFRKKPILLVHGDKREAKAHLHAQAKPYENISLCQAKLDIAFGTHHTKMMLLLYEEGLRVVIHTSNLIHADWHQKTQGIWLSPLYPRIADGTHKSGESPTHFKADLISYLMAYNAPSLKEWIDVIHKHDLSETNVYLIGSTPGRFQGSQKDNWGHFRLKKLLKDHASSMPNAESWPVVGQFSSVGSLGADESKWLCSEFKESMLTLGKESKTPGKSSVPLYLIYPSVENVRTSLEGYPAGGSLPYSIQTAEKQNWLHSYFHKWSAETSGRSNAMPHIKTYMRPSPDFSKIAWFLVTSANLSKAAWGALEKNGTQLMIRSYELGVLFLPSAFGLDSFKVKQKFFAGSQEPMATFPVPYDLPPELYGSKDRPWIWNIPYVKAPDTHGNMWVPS
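Recombinant E. coli-expressed Tdp1 (1 nM) preincubated with compound 15 min at RT, then 5'-biotin/3'-phosphotyrosine-FITC DNA substrate (15 nM) added for 5 min. AlphaScreen beads (10 ug/ml) added, 10 min RT; tyrosine-FITC cleavage read as signal loss.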
* = called active by the depositor; & = joins results of further samples; [ ] = remark or other dose. Calls come from the whole dose curve; as a rule, active = well fitted curve in the direction sought with a large enough effect; inconclusive = small, poorly fitted or top-dose-only effect, or another doubt; inactive = no such curve, though single readings can be large; an effect the other way counts as inactive or inconclusive. % is set by controls: 0 for no effect and ±100 for the full control effect; potency is the fitted concentration of half-maximal effect.

How did Cc1[nH]nc(SCC(=O)N2CCC(C)CC2)c1[N+](=O)[O-] do in these assays?
DT40 TDP1 CPT: -6%; TDP1 cell noCPT: 2%; TDP1 inh: -1%

Results for O=C(NCC(=O)N1CCOCC1)c1ccc(Cl)cc1 ?
DT40 TDP1 CPT: -2%; TDP1 cell noCPT: 3%; TDP1 inh: 2%

What do the screens show for `O=C(COc1cccc2cccnc12)N/N=C/c1ccccc1O`?
DT40 TDP1 CPT: 15µM*; TDP1 cell noCPT: 10µM*; TDP1 inh: inconclusive

How did CC(C)c1onc(C(=O)N2CCC(C(N)=O)CC2)c1[N+](=O)[O-] do in these assays?
DT40 TDP1 CPT: -10%; TDP1 cell noCPT: 2%

Results for COc1cc(NC(=O)C2CC(=O)NC3=C2C(=O)CC(C)(C)C3)c(OC)cc1Cl (stereo not given) ?
DT40 TDP1 CPT: 23%; TDP1 cell noCPT: -7%; TDP1 inh: 3%

Results for CCn1c(=O)c2sccc2n2c(CCCC(=O)N3CCN(c4ccccc4OC)CC3)nnc12 ?
DT40 TDP1 CPT: inconclusive; TDP1 cell noCPT: inconclusive; TDP1 inh: 0%

Results for CS(=O)(=O)ON=C1CCN(S(=O)(=O)c2ccccc2)CC1 ?
DT40 TDP1 CPT: -29%; TDP1 cell noCPT: -2%; TDP1 inh: -2%

What do the screens show for `COc1ccccc1-c1cc(NCc2cccc(C)c2)ncn1`?
DT40 TDP1 CPT: 13µM*; TDP1 cell noCPT: 18µM*

Results for O=C(Nc1ccccc1N1CCOCC1)c1cccnc1 ?
DT40 TDP1 CPT: -18%; TDP1 cell noCPT: -2%; TDP1 inh: 3%

What do the screens show for `CC(C)CNC(=S)NNC(=O)CC(C)O` (stereo not given)?
DT40 TDP1 CPT: 17%; TDP1 cell noCPT: 8%; TDP1 inh: -3%

Results for Cc1cccc(NCC(=O)c2c(N)n(C)c(=O)n(C)c2=O)c1C ?
DT40 TDP1 CPT: -19%; TDP1 cell noCPT: inconclusive; TDP1 inh: 5%

How did COc1ccc(NC(=O)C2C(=O)N(CCO)C3(C)CC2c2ccccc2O3)cc1 (stereo not given) do in these assays?
DT40 TDP1 CPT: -15%; TDP1 cell noCPT: -13%; TDP1 inh: 10%

How did COc1ccccc1C(O)(c1ccccc1)C(CN1CCOCC1)c1ccccc1 (stereo not given) do in these assays?
DT40 TDP1 CPT: inconclusive; TDP1 cell noCPT: inconclusive; TDP1 inh: 2%

What do the screens show for `COc1cc(NC(=O)CCN2CCN(c3ccccc3OC)CC2)cc(OC)c1`?
DT40 TDP1 CPT: inconclusive; TDP1 cell noCPT: inconclusive

How did Cn1c(=O)[nH]c(=O)c2c1nc(Br)n2CCSc1nnnn1-c1ccccc1 do in these assays?
DT40 TDP1 CPT: inconclusive; TDP1 cell noCPT: inconclusive; TDP1 inh: 3%

What do the screens show for `CCCCSc1nc(-c2cccc(OC)c2)nc2c1Cc1c(CO)cnc(C)c1O2`?
DT40 TDP1 CPT: -21%; TDP1 cell noCPT: inconclusive; TDP1 inh: 5%

What do the screens show for `O=C(Nc1ccccc1)c1nc[nH]c1C(=O)NCCCCCCNC(=O)c1[nH]cnc1C(=O)Nc1ccccc1`?
DT40 TDP1 CPT: 7.3µM*; TDP1 cell noCPT: 8.2µM*; TDP1 inh: 2%

What do the screens show for `Cc1ccc(NCCC(=O)c2ccc(Br)cc2)cc1`?
DT40 TDP1 CPT: inconclusive; TDP1 cell noCPT: inconclusive; TDP1 inh: 3%

Results for Cc1ccnn1C(C)C(=O)O (stereo not given) ?
DT40 TDP1 CPT: -5%; TDP1 cell noCPT: -20%; TDP1 inh: -3%

Results for O=C1C=C(c2ccoc2)N2CCC[C@H]2C1 ?
DT40 TDP1 CPT: 4%; TDP1 cell noCPT: -21%; TDP1 inh: 1%

What do the screens show for `CC[N+](C)(C)c1cccc(O)c1`?
DT40 TDP1 CPT: 13%; TDP1 cell noCPT: 9%; TDP1 inh: 3%

Results for COc1cc(C2=N/C(=C\c3ccccc3)C(=O)O2)cc(OC)c1OC ?
DT40 TDP1 CPT: -21%[9.04 µM]; TDP1 cell noCPT: -4%[9.04 µM]; TDP1 inh: -5%

How did CCOC(=O)N1CCN(C(=O)CSc2nc3c(cnn3-c3ccccc3)c(=O)[nH]2)CC1 do in these assays?
DT40 TDP1 CPT: inconclusive; TDP1 cell noCPT: 23µM*; TDP1 inh: 3%

How did Cc1ccc(CCNC(=O)C2CCN(S(=O)(=O)N3CCC4(CC3)OCCO4)CC2)cc1 do in these assays?
DT40 TDP1 CPT: inconclusive; TDP1 cell noCPT: -25%; TDP1 inh: 2%

Results for CCC1(CC)C(=O)NC(=O)NC1=NCCc1ccc(O)cc1 ?
DT40 TDP1 CPT: -1%; TDP1 cell noCPT: -1%; TDP1 inh: -2%

Results for O=C(Nc1ccccc1C(F)(F)F)c1cc(-c2ccc3c(c2)OCCO3)on1 ?
DT40 TDP1 CPT: inconclusive; TDP1 cell noCPT: inconclusive; TDP1 inh: -4%

How did CCCCc1nnc(NC(=O)Cn2cnc3ccccc3c2=O)s1 do in these assays?
DT40 TDP1 CPT: -15%; TDP1 cell noCPT: -11%; TDP1 inh: 5%

How did CCCS(=O)(=O)NC(=O)C1(C)CCN(C(=O)c2cccc3ccccc23)C1 (stereo not given) do in these assays?
DT40 TDP1 CPT: -11%; TDP1 cell noCPT: 18%

How did CCOC(=O)N1CCN(C(=O)c2ccc3c(SCC(=O)O)c4c(nc3c2)CCC4)CC1 do in these assays?
DT40 TDP1 CPT: 0%; TDP1 cell noCPT: -10%; TDP1 inh: 3%

What do the screens show for `O=C1CSC(c2ccccc2)N1c1ccc([N+](=O)[O-])cc1` (stereo not given)?
DT40 TDP1 CPT: -22%; TDP1 cell noCPT: inconclusive; TDP1 inh: 4%

What do the screens show for `O=C(O)C1C2C=CC(C2)C1C(=O)N1CCOCC1` (stereo not given)?
DT40 TDP1 CPT: -2%; TDP1 cell noCPT: -3%; TDP1 inh: 2%

What do the screens show for `COc1ccc(/C=C(\C#N)C(=O)NCc2cccnc2)cc1OC`?
DT40 TDP1 CPT: inconclusive; TDP1 cell noCPT: inconclusive; TDP1 inh: -5%

Results for Cc1ccc2oc(=O)c3cc(C(=O)NCCCN4C(C)CCCC4C)sc3c2c1 (stereo not given) ?
DT40 TDP1 CPT: inconclusive; TDP1 cell noCPT: inconclusive; TDP1 inh: 1%

How did CC1C(=NO)C(C)C(c2ccc(N(C)C)cc2)NC1c1ccc(N(C)C)cc1 (stereo not given) do in these assays?
DT40 TDP1 CPT: -3%; TDP1 cell noCPT: -7%; TDP1 inh: 16%

How did COc1ccc2[nH]c(=O)c(-c3noc(-c4ccccc4)n3)cc2c1 do in these assays?
DT40 TDP1 CPT: 21µM*; TDP1 cell noCPT: 18µM*; TDP1 inh: -5%

What do the screens show for `Cc1nn(C)c2c1c(-c1ccccc1)cc(=O)n2Cc1ccc(F)cc1`?
DT40 TDP1 CPT: 16µM*; TDP1 cell noCPT: inconclusive; TDP1 inh: -8%

How did CC(=O)NCCNC(=O)C1Cc2c(-c3ccccc3)ccnc2O1 (stereo not given) do in these assays?
DT40 TDP1 CPT: -18%; TDP1 cell noCPT: -7%

How did Cc1ccc(-c2nc(C(F)(F)F)cc(=O)[nH]2)cc1 do in these assays?
DT40 TDP1 CPT: -2%; TDP1 cell noCPT: -9%; TDP1 inh: -3%

What do the screens show for `Cc1cccc(N2C(=O)CSC23CCCCC3)c1`?
DT40 TDP1 CPT: inconclusive; TDP1 cell noCPT: inconclusive; TDP1 inh: 0%

What do the screens show for `CN(C(=O)CN1CCC(NC(=O)c2ccccc2Br)CC1)C1CCCCC1`?
DT40 TDP1 CPT: -1%; TDP1 cell noCPT: -13%; TDP1 inh: -11%

How did COc1ccc(Cn2cc(CN3CCc4onc(-c5ccc(Br)cc5)c4C3=O)nn2)cc1 do in these assays?
DT40 TDP1 CPT: 16µM*; TDP1 cell noCPT: 21µM*

What do the screens show for `CCS(=O)(=O)Nc1cc(-c2cn3ccc(C)cc3n2)ccc1C`?
DT40 TDP1 CPT: inconclusive; TDP1 cell noCPT: 21µM*; TDP1 inh: 7%

Results for CCC(c1nnnn1CCc1ccccc1)N1CCN(c2ccc(OC)cc2)CC1 (stereo not given) ?
DT40 TDP1 CPT: inconclusive; TDP1 cell noCPT: inconclusive; TDP1 inh: 8%

How did CC1C=CCC2C(=O)N(c3ccccc3OC(=O)c3cccs3)C(=O)C12 (stereo not given) do in these assays?
DT40 TDP1 CPT: -30%; TDP1 cell noCPT: 18%; TDP1 inh: -3%

What do the screens show for `O=C(CCn1c(=O)c2ccccc2n(CC(=O)NC2CCCC2)c1=O)NCc1ccco1`?
DT40 TDP1 CPT: -10%; TDP1 cell noCPT: -10%; TDP1 inh: 2%

Results for Cc1cccc[n+]1CC(=O)Nc1ccc([N+](=O)[O-])cc1 ?
DT40 TDP1 CPT: -20%; TDP1 cell noCPT: -8%; TDP1 inh: 3%

How did Cc1[nH]c(N)nc(=S)c1CCCNc1ccccc1 do in these assays?
DT40 TDP1 CPT: inconclusive; TDP1 cell noCPT: 16µM*

Results for C/C(CC(=O)NCCCN1CCOCC1)=N\NC(=O)COc1ccc(Cl)cc1 ?
DT40 TDP1 CPT: 12%; TDP1 cell noCPT: -15%; TDP1 inh: 4%

Results for NC(=O)c1ncn([C@@H]2O[C@H](CO)[C@@H](O)[C@H]2O)c1O ?
DT40 TDP1 CPT: 1%&7%; TDP1 cell noCPT: -17%&6%; TDP1 inh: 7%[56.1 µM]

What do the screens show for `N=C1C(c2nc3ccccc3[nH]2)=C(O)CN1c1ccc(CC(=O)O)cc1`?
DT40 TDP1 CPT: 10%; TDP1 cell noCPT: 0%; TDP1 inh: 8%

How did Cn1c(=O)oc2cc(S(=O)(=O)N3CCC(C(=O)NCc4ccccc4Cl)CC3)ccc21 do in these assays?
DT40 TDP1 CPT: 3%&-9%; TDP1 cell noCPT: 3%&-20%; TDP1 inh: 1%&4%

What do the screens show for `CCCCN(C)C(=O)Cc1c(OC)ccc2cc(Br)ccc12`?
DT40 TDP1 CPT: 23µM*; TDP1 cell noCPT: 18µM*; TDP1 inh: 0%

What do the screens show for `CN(c1cccc(NC(=O)CN(c2ccc(F)cc2)S(C)(=O)=O)c1)S(C)(=O)=O`?
DT40 TDP1 CPT: 1%; TDP1 cell noCPT: -1%; TDP1 inh: 3%

What do the screens show for `O=C(O)C1CC=CCC1C(=O)NCc1cn2ccccc2n1` (stereo not given)?
DT40 TDP1 CPT: -25%; TDP1 cell noCPT: -2%; TDP1 inh: -7%

What do the screens show for `O=C(CNc1cccc2ccccc12)N/N=C/c1ccc(C(=O)O)cc1`?
DT40 TDP1 CPT: -5%; TDP1 cell noCPT: -2%; TDP1 inh: 1%

How did Cc1nn(-c2ccccc2)c2sc(C(=O)n3cccn3)cc12 do in these assays?
DT40 TDP1 CPT: -1%; TDP1 cell noCPT: -7%; TDP1 inh: 2%

How did O=C1CN=C(Nc2ccccc2Cl)N1Cc1ccc2c(c1)OCO2 do in these assays?
DT40 TDP1 CPT: -3%; TDP1 cell noCPT: -13%; TDP1 inh: 1%

Results for Cc1c(NC(=S)NC(=O)c2ccco2)c(=O)n(-c2ccccc2)n1C ?
DT40 TDP1 CPT: 9%; TDP1 cell noCPT: -2%; TDP1 inh: 1%

Results for O=C(CCSCCC(=O)NN=Cc1cccc(Cl)c1)NN=Cc1cccc(Cl)c1 ?
DT40 TDP1 CPT: inconclusive; TDP1 cell noCPT: inconclusive

How did S=c1[nH]nc(-c2cccnc2)n1/N=C/c1cccs1 do in these assays?
DT40 TDP1 CPT: -13%; TDP1 cell noCPT: 3%; TDP1 inh: 6%
